Screening results deposited in PubChem by Southern Research Specialized Biocontainment Screening Center.
PhoP GFP inhibition: PhoP regulon inhibitors, Salmonella typhi PhoP promoter GFP reporter, confirmatory (AID 1850); 310,000 tested, 0.33% active; Salmonella Typhi PhoP-promoter GFP reporter, fluorescence, 4 h; higher % means a stronger effect; inhibition, % at 50 µM, or IC50 in µM where a hit was titrated; in the data active means a potency from the dose series; inconclusive means inhibition mostly from about 25% at the one dose, without a potency; inactive means the rest, 99 in 100 with inhibition below about 19%;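 further: 0% = induced wells with vehicle and 100% = uninduced wells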
influenza NS1A: NS1A inhibition, H1N1 influenza, cell based functional assay (AID 504329). NS1A functional cell-based assay, percent inhibition; higher % means a stronger effect. inhibition, % at 12.5 µM; hits with a dose series show IC50 in µM. 340,000 tested, 0.3% active; in the data active means a potency from the dose series; inconclusive means inhibition above about 27% without an active follow-up result; further: strong numbers were not always called active
M. tuberculosis: growth inhibition of non-replicating M. tuberculosis (AID 488890) | Mycobacterium tuberculosis non-replicating, growth inhibition; higher % means a stronger effect | one-dose inhibition, % at 25 µM; IC50 in µM for titrated hits | 320,000 tested, 0.39% active; in the data active means a potency from the dose series; inconclusive means inhibition mostly from about 82% at the one dose, without a potency; inactive means the rest, 99 in 100 with inhibition below about 76%;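 further: plate controls were DMSO cells for no effect and high antibiotic wells for full effect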
VEEV TC-83 Vero: inhibitors of VEEV TC-83 cytopathic effect, confirmation, Vero cells (AID 588727); 350,000 tested, 0.13% active; Vero cells, VEEV TC-83 cytopathic effect inhibition; higher % means a stronger effect; inhibition, % at 20 µM; hits with a dose series show IC50 in µM; in the data active means a potency from the dose series; inconclusive means inhibition mostly from about 14% at the one dose, without a potency; inactive means the rest, 99 in 100 with inhibition below about 12%; further: strong numbers were not always called active
H37Rv inhibition: M. tuberculosis growth inhibition, HTS (AID 449762). inhibition, % at 25 µM, or IC50 in µM where a hit was titrated. 330,000 tested, 0.59% active. M. tuberculosis H37Rv growth inhibition, 7H9 media; higher % means a stronger effect; in the data active means a potency from the dose series; inconclusive means inhibition above about 70% without an active follow-up result;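 further: bacterial growth assessed after seven days of incubation; strong numbers were not always called active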
VEEV TC-83 Vero 10K pilot screen: second read-out of VEEV TC-83 Vero, no call of its own (marks repeat the call); inhibition, %; measured here: 10K pilot screen inhibition
* hit, by the source's call; i = inactive; ? = inconclusive; / = no result given; & = joins results of further samples.

SMILES | PhoP GFP inhibition | influenza NS1A | M. tuberculosis | VEEV TC-83 Vero | H37Rv inhibition | others
Cc1ccc(NC(=O)N2CCN(C/C=C/c3ccccc3)CC2)cc1 | 0.5% | -1.2% | ? | 0.1% | -3.6%
O=C(CSc1ccc(F)cc1)Nc1cccc(S(=O)(=O)N2CCOCC2)c1 | / | -1.5% | 16.0% | 0.7% | -1.7%
O=C(CSc1nc2sc3c(c2c(=O)[nH]1)CCCC3)NCCO | / | 5.0% | / | 7.0% | 0.4%
Cc1ccc(CN2CCNC(=O)C2CC(=O)N(C)CCc2ccccc2)cc1 (configuration not stated) | 8.7% | 4.0% | -18.4% | 0.2% | -12.2%
CCOC(=O)COc1ccc(C(=O)c2ccccc2)c(O)c1 | -1.2% | -14.3% | 1.24µM* | 0.2% | ?
O=C(NCCNc1nccc(C(F)(F)F)n1)c1cccs1 | -1.5% | -2.7% | 8.8% | 1.3% | -4.4%
COC(CN1C(=O)C(O)=C(C(C)=O)C1c1ccccn1)OC (configuration not stated) | -7.6% | -1.0% | -20.4% | 0.2% | -0.2%
CCOC(=O)C(NC(C)=O)(NC(C)C)C(F)(F)F (configuration not stated) | -5.4% | -24.0% | -6.0% | 5.2% | -0.5%
Cc1nc2n(c(=O)c1CCN1CCC(c3noc4cc(F)ccc34)CC1)CCCC2 | -0.4% | -7.2% | 5.9% | i | 2.9%
Nc1ccc(-c2nc3ccccc3o2)cc1 | -22.9% | 0.8% | 7.2% | 1.7% | 49.0%
COc1ccc(S(=O)(=O)N2CCc3cc(OC)c(OC)cc3C2)cc1 | 9.3% | 12.8% | 2.4% | 6.8% | -1.8%
COc1ccc(O)c(/C=N/NC(=O)c2cccc(N3CCCC3=O)c2)c1 | 4.8% | 1.0% | 5.5% | 5.7% | -0.8%
CCCCNC(=O)c1onc(CSc2cc(C)cc(C)c2)c1C(=O)O | -10.8% | -4.2% | 13.5% | 1.2% | 1.8%
COC(=O)Cc1[nH]nc2c1C(c1ccc(O)c(OC)c1)C(C#N)=C(N)O2 (configuration not stated) | 4.7% | -9.8% | -13.6% | 2.6% | -8.9%
Cc1ccc(NC(=O)c2sc3nc(C)cc(C)c3c2N)cc1 | -6.2% | 11.8% | 0.1% | i | 4.9%
Cc1ccc(S(=O)(=O)NC(=O)c2ccc(Br)o2)c(C)c1 | -0.1% | -3.0% | 1.9% | 1.2% | -0.3%
COc1ccccc1OCc1csc(N)n1 | -12.1% | -5.6% | -0.3% | 0.8% | -3.5%
N#Cc1c(C(F)(F)F)cc(C2CC2)nc1N1CCCC1 | -2.1% | -22.4% | -1.3% | 2.8% | -7.9%
CCCc1cc(=O)[nH]c(SCC(=O)Nc2sc3c(c2C#N)CCC(C)C3)n1 (configuration not stated) | -7.5% | 9.8% | 18.7% | 1.9% | 1.5%
CN1CCN(NC(=O)CSc2ccc(Cl)cc2Cl)CC1 | -3.9% | -11.4% | 2.3% | 1.0% | 4.4% | VEEV TC-83 Vero 10K pilot screen=0.5
O=S(=O)(NC1CCCCC1N1CCN(c2ccc(F)cc2)CC1)c1ccccc1 (configuration not stated) | -8.6% | -0.4% | 8.8% | 2.2% | 11.3%
C/C(=N\NC(=O)c1nnn(-c2nonc2N)c1-c1ccc2c(c1)OCO2)c1ccc(C)cc1 | -1.4% | -0.6% | 0.1% | 2.7% | 3.1%
Cc1[nH]c(C)c(S(=O)(=O)NCc2ccc(N(C)C)cc2)c1C(=O)N1CCCC1 | 1.5% | 3.0% | -13.2% | 1.5% | 8.4%
Cc1cc(C)c(C)c(S(=O)(=O)N2CCN(C(=O)c3ccccc3OCc3c(C)noc3C)CC2)c1C | / | -2.2% | 35.5% | 5.4% | -4.6%
CCOC(=O)Cc1csc(-n2sc3ccccc3c2=O)n1 | -0.9% | 1.2% | ? | 0.7% | 6.2%
Cc1cccc(-n2c(SCC(=O)NCc3ccco3)nc3ccccc3c2=O)c1 | -5.4% | 1.6% | 4.8% | 3.1% | -1.8%
Cc1ccc(CNC(=O)Cn2cnc3c(OCc4ccccc4)ncnc32)o1 | / | -0.8% | 5.8% | i | 1.9%
O=C(NC1CCCC1)C(c1ccc(N2CCOCC2)cc1)N(Cc1ccccc1)C(=O)c1ccco1 (configuration not stated) | -7.6%&2.1% | -5.0% | -12.4% | 1.5% | 2.0%
O=C(COc1ccccc1)Nc1ncn[nH]1 | 10.7% | -13.7% | 13.2% | 0.1% | 0.8%
COc1ccc(CNC(=O)COC(=O)/C=C/c2ccc(Cl)cc2)cc1 | 7.0% | -9.3% | 15.0% | 0.6% | 4.5%
O=C(Nc1ccc2ccccc2c1)c1ccc(Cl)cc1Cl | 3.5% | 16.2% | -19.0% | 0.5% | 2.9%
CCCCCOCC1CC(C/C(C)=N/NC(N)=O)(C(=O)OCC)C(=O)O1 (configuration not stated) | 12.5% | -20.5% | -4.7% | 1.9% | -11.0%
O=[N+]([O-])c1ccc(-c2ccc(S(=O)(=O)N3CCOCC3)cc2)cc1 | 7.4% | 0.5% | -6.7% | i | 1.4%
Cn1nc(C(=O)N2CCN(c3ccc([N+](=O)[O-])cc3)CC2)c2c1-c1ccccc1S(=O)(=O)C2 | 5.2% | 6.0% | -6.7% | i | 3.2%
O=C(Nc1ccc(S(=O)(=O)N2CCOCC2)cc1)c1cc(-c2cc(Cl)ccc2O)n[nH]1 | -7.5% | 19.5% | 1.3% | 22.3% | -2.1%
O=C(OCc1cnc(Cl)s1)c1cccs1 | -9.4% | -9.8% | 77.1% | i | 8.3%
COc1ccccc1Nc1nc(N)nc(CCl)n1 | 0.4% | -15.7% | ? | ? | 1.67µM*
CCOC(=O)C1CCCN(S(=O)(=O)c2cc(OCC(N)=O)c(C)cc2Cl)C1 (configuration not stated) | -1.5% | 3.9% | -24.6% | i | -6.2%
O=C1CCCCCN1CSc1nc2ccccc2s1 | -2.4% | 5.1% | -0.9% | 3.4% | -13.2%
CC(C)(C)OC(=O)N[C@@H](Cc1ccccc1)c1nnc(SCC(N)=O)o1 | 20.3% | -6.0% | 15.8% | i | -8.9%

A draw from above in order of length of the SMILES, ascending.
SMILES | PhoP GFP inhibition | influenza NS1A | M. tuberculosis | VEEV TC-83 Vero | H37Rv inhibition | others
O=C(OCc1cnc(Cl)s1)c1cccs1 | -9.4% | -9.8% | 77.1% | i | 8.3%
O=C(COc1ccccc1)Nc1ncn[nH]1 | 10.7% | -13.7% | 13.2% | 0.1% | 0.8%
CCOC(=O)Cc1csc(-n2sc3ccccc3c2=O)n1 | -0.9% | 1.2% | ? | 0.7% | 6.2%
COc1ccc(CNC(=O)COC(=O)/C=C/c2ccc(Cl)cc2)cc1 | 7.0% | -9.3% | 15.0% | 0.6% | 4.5%
Cc1cccc(-n2c(SCC(=O)NCc3ccco3)nc3ccccc3c2=O)c1 | -5.4% | 1.6% | 4.8% | 3.1% | -1.8%
O=S(=O)(NC1CCCCC1N1CCN(c2ccc(F)cc2)CC1)c1ccccc1 (configuration not stated) | -8.6% | -0.4% | 8.8% | 2.2% | 11.3%
CC(C)(C)OC(=O)N[C@@H](Cc1ccccc1)c1nnc(SCC(N)=O)o1 | 20.3% | -6.0% | 15.8% | i | -8.9%
O=[N+]([O-])c1ccc(-c2ccc(S(=O)(=O)N3CCOCC3)cc2)cc1 | 7.4% | 0.5% | -6.7% | i | 1.4%
O=C(NC1CCCC1)C(c1ccc(N2CCOCC2)cc1)N(Cc1ccccc1)C(=O)c1ccco1 (configuration not stated) | -7.6%&2.1% | -5.0% | -12.4% | 1.5% | 2.0%
O=C(Nc1ccc(S(=O)(=O)N2CCOCC2)cc1)c1cc(-c2cc(Cl)ccc2O)n[nH]1 | -7.5% | 19.5% | 1.3% | 22.3% | -2.1%
Cc1cc(C)c(C)c(S(=O)(=O)N2CCN(C(=O)c3ccccc3OCc3c(C)noc3C)CC2)c1C | / | -2.2% | 35.5% | 5.4% | -4.6%
Cn1nc(C(=O)N2CCN(c3ccc([N+](=O)[O-])cc3)CC2)c2c1-c1ccccc1S(=O)(=O)C2 | 5.2% | 6.0% | -6.7% | i | 3.2%

Later entries:
SMILES | PhoP GFP inhibition | influenza NS1A | M. tuberculosis | VEEV TC-83 Vero | H37Rv inhibition | others
Cn1nnnc1SCc1nnc(-c2ccc(Cl)cc2)o1 | 5.7% | -1.6% | -19.0% | 2.1% | -12.9%
C=CCn1c(SCC(=O)N2CCCC2)nc2c([nH]c3ccccc32)c1=O | -3.9% | -4.0% | 4.1% | 0.3% | 0.4%
CC(C)c1ccc(NC(=O)C2CCN(c3ncnc4c3nc3n4CCCCC3)CC2)cc1 | 2.2% | 2.5% | 7.5% | 4.4% | 3.0%
O=c1oc(-c2ccc(O)c(O)c2)cc2cc(O)cc(O)c12 | / | 6.4% | -0.8% | 1.1% | -2.7%
CCOc1ccc(CNC(=O)CCc2cn(Cc3ccccc3)c3ccccc23)cc1 | -5.6% | 6.0% | / | 0.8% | -3.5%
Cc1nnc2c3ccccc3ccn12 | / | -1.2% | / | 1.1% | /
CN1N=C(C(F)(F)F)CC1=O | 16.1% | -3.3% | 0.4% | 0.9% | -1.1%
Cc1ccc(S(=O)(=O)CCC(=O)Nc2nc(C(C)(C)C)cs2)cc1 | 6.0% | -2.1% | 22.1% | 5.8% | 3.4%
c1csc(-c2ccnc3ncnn23)c1 | -7.4% | -16.7% | 1.0% | 0.6% | -1.8% | VEEV TC-83 Vero 10K pilot screen=0.5
CC1CN(Cc2nc3c(c(=O)n(C)c(=O)n3C)n2CC(O)CO)CC(C)O1 (configuration not stated) | 3.0% | 0.9% | -12.8% | 0.5% | -4.5%
COc1ccccc1N1CCN(C2CCCN(C(=O)c3cscn3)C2)CC1 (configuration not stated) | -11.2% | -7.8% | 0.0% | 1.9% | 0.8%
NC1=NC(=O)/C(=C/c2ccc(OCC(=O)O)cc2)S1 | 6.5% | -15.4% | 0.9% | 1.6% | 0.5%
CC(=O)C1=C(c2ccccc2)NC(=S)NC1c1ccc(O)c(O)c1 (configuration not stated) | 9.9% | 3.4% | -10.0% | 0.4% | 5.2%
Cc1cc(CCCCCCCCc2cc(C)cc(=O)o2)oc(=O)c1 | -16.7% | 1.6% | 33.1% | 1.0% | 2.3%
Cc1ccc(-n2nnnc2SCC(=O)Nc2cccc(NC(=O)c3ccco3)c2)cc1C | -2.4% | 6.6% | 2.5% | 11.5% | -1.1%
COc1ccc(-n2c(C)cc(=O)c3c2CC(C)(C)CC3=O)cc1 | 3.8% | 0.0% | 12.8% | 0.3% | -2.4%
Cc1ccc(Oc2ccc(OCC(=O)NC(CC(C)C)C(=O)O)cc2)cc1 (configuration not stated) | -9.8% | 0.6% | 1.9% | 0.1% | 2.4%
CC1CCCN(C(=O)NC(=O)c2ccc(Cl)cc2)C1 (configuration not stated) | -9.6% | -13.3% | 1.3% | 1.6% | -8.1%
Cc1ccc(NC(=S)N(CCCN2CCCC(C)C2)Cc2ccco2)cc1C (configuration not stated) | -5.2% | 8.4% | 17.9% | 0.3% | 5.2%
Cc1sc2ncnc(SCC(=O)NNC(=O)c3ccco3)c2c1C | -3.5% | -14.9% | 1.2% | i | 1.9%
COC(=O)CSc1ccc2nnc(CCNS(=O)(=O)c3ccc(C)cc3)n2n1 | -2.5% | -2.0% | -9.3% | 4.6% | -8.4%
Cc1cc(C)c([C@@H]2C[C@H]3CN(C4CCCC4)C(=O)[C@]34CCCN24)c(-n2cccn2)c1 | 23.8% | 4.4% | 10.0% | i | -10.2%
O=C(Nc1ccc(S(=O)(=O)Nc2ccccn2)cc1)c1cccc(Cl)c1 | 14.7% | -6.5% | 11.9% | 1.2% | 1.9%
COC(=O)Cn1c(CN(Cc2ccccc2)Cc2ccccc2)nc2c1c(=O)[nH]c(=O)n2C | -2.1% | 5.1% | 10.3% | i | -9.2%
COc1cc(CC(=O)OCC(=O)c2ccc[nH]2)cc(OC)c1OC | / | -14.2% | 36.3% | 3.4% | -0.1%
Cn1c(C(=O)N2CCN(C(=O)c3ccco3)CC2)cc2c(=O)n(C)c3ccccc3c21 | 0.4% | 3.4% | -17.7% | 1.2% | -3.1%
CCN(CC(=O)N1CCC(C(N)=O)CC1)S(=O)(=O)c1cc(Cl)ccc1Cl | / | 1.3% | / | 1.3% | /
Cc1cc(-c2csc(NC(=O)c3ccc(C#N)cc3)n2)c(C)n1Cc1ccco1 | -4.7% | 10.3% | 3.9% | 2.1% | 3.1%
O=C(Oc1cccc(C(=S)N2CCOCC2)c1)c1ccccc1 | 5.9% | 9.2% | 33.9% | 1.9% | -1.4%
